# Screening data deposited in PubChem by National Center for Advancing Translational Sciences (NCATS).
# ALDH1A1 inh: inhibitors of human aldehyde dehydrogenase 1A1; P00352; Purified ALDH1A1, NADH fluorescence, propionaldehyde substrate; Potency, µM (top dose mostly 75.3 µM), inactives show at the top dose activity, negative = inhibition, most hits filed as inhibitors; 220,000 tested, 7.3% active; active = well fitted inhibition curve with a large enough effect, not every such curve was filed as active; inconclusive = small, poorly fitted or top-dose-only effect, or another doubt; inactive = no such curve, though single readings can be large or run the other way;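 also: plate controls were no enzyme wells and a reference inhibitor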
# Target sequence (P00352 whole entry, looked up): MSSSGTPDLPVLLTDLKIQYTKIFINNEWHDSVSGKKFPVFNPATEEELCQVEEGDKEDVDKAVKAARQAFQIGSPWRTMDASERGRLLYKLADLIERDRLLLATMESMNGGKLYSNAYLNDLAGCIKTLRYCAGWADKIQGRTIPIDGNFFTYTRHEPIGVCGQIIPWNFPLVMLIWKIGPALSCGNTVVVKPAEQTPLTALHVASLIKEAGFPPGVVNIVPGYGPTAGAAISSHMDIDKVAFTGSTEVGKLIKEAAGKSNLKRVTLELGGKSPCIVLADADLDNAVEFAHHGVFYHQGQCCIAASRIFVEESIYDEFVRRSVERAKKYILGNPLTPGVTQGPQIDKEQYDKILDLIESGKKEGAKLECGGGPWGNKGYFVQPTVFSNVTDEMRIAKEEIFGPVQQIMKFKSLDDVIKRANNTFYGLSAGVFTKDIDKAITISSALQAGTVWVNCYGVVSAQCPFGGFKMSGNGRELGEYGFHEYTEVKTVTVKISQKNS
# SMN2 splice enh: enhancers of SMN2 splice variant expression. HEK293 SMN2-luciferase splicing reporter, luminescence, 30-36 h. Potency, µM (highest dose often 46.1 µM), for inactives: at the top dose activity change, positive = activation, hits mostly activators. AID 1458. 210,000 tested, 2.8% active; also: % of control where 0% means no effect; nearly all actives have a fitted effect of over 55% in size
#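 qHTS luciferase splicing reporter: luminescence rises when SMN2 exon 7 is included in transfected HEK293 cells. Compound exposure lasted 30-36 h at 37C, with 4.5 mM final sodium butyrate as control, followed by a ONE-Glo read.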
# Tau FP inhib: inhibitors of human tau fibril formation; K18 P301L tau heparin fibrillization, Alexa594 FP, 6 h; Potency, µM (top dose mostly 57.7 µM), for the others: at the highest dose activity, negative = inhibition, usual class: inhibitors; 280,000 tested, 0.39% active; AID 1468; also: % is scaled to controls: 0 for no effect and ±100 for the full control effect; nearly all actives have a fitted effect of over 55% in size
# Target sequence (P10636 561-689 P618L limits assumed): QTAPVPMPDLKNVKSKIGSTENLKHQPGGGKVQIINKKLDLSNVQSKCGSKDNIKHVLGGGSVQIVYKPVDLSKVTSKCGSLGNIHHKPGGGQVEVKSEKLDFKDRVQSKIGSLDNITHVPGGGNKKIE
#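 Human K18 P301L fragment (15 uM unlabeled plus 0.24 uM Alexa 594-labeled) in 100 mM sodium acetate pH 7 with compound, aggregation induced by 20 uM heparin for 6 hr at 37 C. ThT (30 uM) added for 1 hr, then Alexa 594 FP read.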
# HTT ATP protect: cytoprotection in Huntington HTT-Q103 PC12 cell model | Potency, µM (titrated, usually from 56.4 µM), without a hit: cytoprotection (ATP increase), hits mostly activators | PC12 HTT-Q103 induced, cytoprotection, ATP luminescence, 40 h | 230,000 tested, 0.14% active;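 also: % of control where 0% means no effect; nearly all actives have a fitted effect of over 45% in size; toxic huntingtin expression switched on by the ecdysone agonist tebufenozide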
#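 Cells were plated at 1500 per well in phenol red-free DMEM with 5% equine and 5% calf serum. Tebufenozide (100 nM final) and compounds were added, then ATPlite reagent, and luminescence was read.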
# Tau ThT inhib: blocks human tau fibril formation measured by thioflavin T. AID 1460. recombinant tau K18 P301L, heparin-induced fibrillization, ThT fluorescence. Potency, µM (highest dose often 57.4 µM), inactives show top-dose activity, negative = inhibition, usual class: inhibitors. 270,000 tested, 2.1% active; also: % is scaled to controls: 0 for no effect and ±100 for the full control effect; nearly all actives have a fitted effect of over 55% in size
#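 Fibril formation assay: tau K18 P301L at 15 uM with trace Alexa 594 label, heparin inducer 20 uM, pH 7 sodium acetate buffer, 37 C for 6 hr; endpoint ThT signal.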
# JMJD2E inh: JMJD2E (human) inhibition | B2RXH2 | JMJD2E catalytic domain, FDH-coupled NADH fluorescence (FDH is formaldehyde dehydrogenase) | Potency, µM (highest dose often 57.1 µM), inactives show top-dose activity change, negative = inhibition, most hits filed as inhibitors | 230,000 tested, 1.6% active | AID 2147; active = well fitted inhibition curve with a large enough effect, not every such curve was filed as active; inconclusive = small, poorly fitted or top-dose-only effect, or another doubt; inactive = no such curve, though single readings can be large or run the other way;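 also: 0% = wells with enzyme and -100% = buffer wells without enzyme; nearly all actives have a fitted effect of over 50% in size; many of its hits are not listed in these tables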
# Target sequence (B2RXH2 1-337 limits assumed): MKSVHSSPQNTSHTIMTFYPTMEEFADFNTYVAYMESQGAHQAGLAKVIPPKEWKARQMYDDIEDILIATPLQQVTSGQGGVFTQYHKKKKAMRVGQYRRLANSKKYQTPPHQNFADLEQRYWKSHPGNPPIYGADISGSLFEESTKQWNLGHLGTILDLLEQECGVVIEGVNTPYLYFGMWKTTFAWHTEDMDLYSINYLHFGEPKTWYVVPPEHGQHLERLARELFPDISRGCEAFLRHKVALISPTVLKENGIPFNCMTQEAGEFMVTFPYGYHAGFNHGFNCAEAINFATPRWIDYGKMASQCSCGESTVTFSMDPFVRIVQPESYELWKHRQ
# HTT aggregate: inhibitors of mutant huntingtin aggregate formation in PC12 cells | 220,000 tested, 1.1% active | Potency, µM (top dose mostly 46.1 µM), for the others: top-dose activity change, negative = inhibition, actives largely listed as inhibitors | PC12 HttQ103-GFP aggregates, Acumen cytometry, 40 h; also: % is scaled to controls: 0 for no effect and ±100 for the full control effect; nearly all actives have a fitted effect of over 60% in size
#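 Ecdysone-promoter PC12 model expressing HTT exon 1 Q103 fused to GFP, induced by tebufenozide at 100 nM final. Compounds titrated; aggregates sized 1–25 µm scored on a 488 nm laser cytometer.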
# Tau fluor cs: counter-screen for tau fibril formation inhibitors. tau K18 P301L Alexa594 fluorescence, heparin fibrillization. Potency, µM (highest dose often 57.7 µM), for inactives: at the top dose activity change, negative = decrease. 280,000 tested, 0.93% active; also: % is scaled to controls: 0 for no effect and ±100 for the full control effect; nearly all actives have a fitted effect of over 55% in size
#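 Human tau K18 P301L (15 uM unlabeled, 0.24 uM Alexa 594-labeled) in 100 mM sodium acetate pH 7 with 20 uM heparin, 6 hr at 37 C. ThT 30 uM added, 1 hr ambient; Alexa 594 FP and total fluorescence read at 555/632 nm.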
# Active calls of the source: *; ? = inconclusive; . = no result given; [ ] = remark or other dose. Unless noted, calls follow the shape of the dose curve; as a rule, active = well fitted curve in the direction sought with a large enough effect; inconclusive = small, poorly fitted or top-dose-only effect, or another doubt; inactive = no such curve, though single readings can be large; an effect the other way counts as inactive or inconclusive. Potency is read from the fitted curve at half-maximal effect. An excerpt, so the mix of outcomes need not match the whole.
1	CC1CCN(S(=O)(=O)c2ccc3c(c2)oc(=O)n3CC(=O)NC(C)c2ccccc2)CC1 (stereo unspecified)
2	Oc1ccc(/C=N/Nc2ccccc2)cc1
3	O=C(COC(=O)c1cccs1)NCc1ccccc1
4	C=CCn1c(SCC(=O)c2ccc(Cl)cc2)nnc1-c1ccc2c(c1)OCO2
5	COc1ccc(S(=O)(=O)N(C)C)cc1NCC(=O)Nc1ccc(Br)c(C)c1
6	O=C1c2cccnc2C(Nc2ccc(S(=O)(=O)N3CCCCC3)cc2)N1Cc1ccccc1 (stereo unspecified)
7	CC(=O)N1CCc2cc(S(=O)(=O)NCCC(=O)NCCc3ccccc3)ccc21
8	CC(C)CNc1oc(-c2ccco2)nc1C#N
screen / no.	1	2	3	4	5	6	7	8
ALDH1A1 inh	.	20µM*	4%	?	?	-12%	8%	?
SMN2 splice enh	-59%[inhibitor]	-6%	13%	5%	-13%	-14%	-19%	15%
Tau FP inhib	?	15%	4%	2%	7%	2%	7%	7%
HTT ATP protect	.	-14%	-20%[10 µM]	.	-4%[10 µM]	-17%	-28%	12%[10 µM]
Tau ThT inhib	4%	?	2%	-4%	-10%	-7%	3%	-3%
JMJD2E inh	.	4%	5%	-4%	19%	0%	-12%	?
HTT aggregate	.	4%	-11%	1%	-17%	-7%	-29%	-5%
Tau fluor cs	-15%	?	11%	-4%	?	-11%	5%	-8%

9	O=C(CSc1ccc2ccccc2c1)Nc1ccncc1
10	CC(C)N(C=O)C1(C(=O)NC2CCCCC2)CCCCC1
11	NC(=O)NOCc1ncc(C(F)(F)F)cc1Cl
12	O=C(Cc1nnc(NC(=O)Nc2ccccc2)s1)NCc1ccccc1
13	CC(/C=N/NC(=O)c1ccncc1)=C\c1ccco1
14	CCN1C(=O)N(CC)C(O)(c2ccccc2)C1(O)c1ccccc1 (stereo unspecified)
15	CN(C)CCCOC(=O)c1ccccc1Cl
16	CCc1ccc(C(=O)c2cn(CC(=O)Nc3ccc4c(c3)OCCO4)c3ccc(F)cc3c2=O)cc1
screen / no.	9	10	11	12	13	14	15	16
ALDH1A1 inh	-8%	9%	13%	1%	-13%	11%	-5%	.
SMN2 splice enh	-18%	14%	19%	8%	11%	24%	-18%	1%
Tau FP inhib	2%	-2%	-9%	-15%	3%	-2%	-4%	-4%
HTT ATP protect	13%	-3%[10 µM]	-8%	13%[10 µM]	-75%[inhibitor]	11%	-4%	.
Tau ThT inhib	-6%	-3%	-10%	8%	?	-9%	-11%	8%
JMJD2E inh	0%	7%	5%	9%	-13%	4%	-5%	.
HTT aggregate	4%	-8%	-22%	-3%	-33%	-22%	-7%	.
Tau fluor cs	-26%	5%	-12%	4%	-16%	-7%	-11%	-20%

17	Cc1cc(C)nc(N/N=C2/CCCC/C2=C\c2ccccc2)n1
18	CSc1nc(NCC(C)C)nc(N2CCOCC2)n1
19	Cc1ccc(C(=O)Nc2ccc(N3CCOCC3)nc2)cc1
20	CCN1CCN(CC(O)COC(C)C)CC1 (stereo unspecified)
21	O=C(CSc1nnc(-c2ccco2)o1)N1CCN(c2ccccc2)CC1
22	Cc1cc(NC(=O)CSc2nnc(-c3ccncc3)n2-c2ccc(F)cc2)no1
23	Cc1ccc(Oc2ccc(OCC(=O)NC(CC(C)C)C(=O)O)cc2)cc1 (stereo unspecified)
24	Cc1ccc(NC(=O)C2CCCN2S(=O)(=O)c2ccc3c(c2)n(C)c(=O)c(=O)n3C)c(C)c1 (stereo unspecified)
screen / no.	17	18	19	20	21	22	23	24
ALDH1A1 inh	-21%	10%	3%	8%	1%	?	6.3µM*	.
SMN2 splice enh	-82%[inhibitor]	4%	-19%	0%	-4%	-5%	2%	.
Tau FP inhib	3%	-5%	3%	-8%	-4%	9%	-2%	-6%
HTT ATP protect	-55%[inhibitor][10 µM]	19%	1%	-17%	-4%	-16%	5%[10 µM]	3%[10 µM]
Tau ThT inhib	-6%	-9%	?	-8%	-6%	-7%	-6%	.
JMJD2E inh	23%	4%	-2%	4%	10%	-10%	6%	?
HTT aggregate	4.5µM*	-4%	-7%	-4%	0%	-8%	-5%[9.22 µM]	-10%[9.22 µM]
Tau fluor cs	3%	-4%	-5%	1%	-3%	-5%	-1%	-10%

25	COC(=O)c1c(-c2ccc(C)cc2)csc1NC(=O)c1c(-c2ccccc2)noc1C
26	CCOc1ccc(NC(=S)NCCCn2ccnc2)cc1
27	Cc1ccc(S(=O)(=O)N(c2nc(N(C)C)nc(N(C)C)n2)n2cnnc2)cc1
28	Cc1cc(/C=C(/C#N)c2nc3ccccc3[nH]2)c(C)n1-c1cc(C(=O)O)cc(C(=O)O)c1
29	CCc1cccc(OCCCCN(CC)CC)c1
30	CC(C)(C)OC(=O)NCCCCC1=CC2=CC(=O)C(C)(OC(=O)C3CCCC3)C(=O)C2=CO1 (stereo unspecified)
31	CCC(CC)C(=O)OCC(=O)Nc1cc(OC)c([N+](=O)[O-])cc1C
32	COCCn1cnc2c(c1=O)c1nc3ccccc3nc1n2/N=C/c1ccco1
screen / no.	25	26	27	28	29	30	31	32
ALDH1A1 inh	?	11%	5µM*	2%	-2%	17%	0%	.
SMN2 splice enh	68%	?	15%	-5%	1%	15%	-1%	.
Tau FP inhib	-11%	7%	-4%	-4%	-11%	-2%	-1%	-9%
HTT ATP protect	-6%[10 µM]	27%[10 µM]	-3%	-53%[inhibitor]	-3%	?	9%[10 µM]	-29%[10 µM]
Tau ThT inhib	-18%	-3%	-3%	?	-4%	0%	-7%	-6%
JMJD2E inh	?	-1%	1%	22µM*	-28%	5%	4%	-12%
HTT aggregate	-24%	0%	-23%	10%	-12%	.	-4%	-11%[9.22 µM]
Tau fluor cs	-16%	5%	4%	-10%	-6%	-3%	-8%	-15%

33	Cc1ccsc1/C=N/NC(=O)c1ccc2nc[nH]c2c1
34	Cn1c(N)c(C(=O)CSc2nnc(-c3ccccc3F)n2N)c(=O)n(C)c1=O
35	COc1ccccc1NC(=O)CC1Sc2ccc(C(F)(F)F)cc2NC1=O (stereo unspecified)
36	COC(=O)C1=NN(C(=O)c2ccccc2)C(C)(O)C1 (stereo unspecified)
37	CCC1(C)OC(=O)N2CCc3c(C)[nH]c4c(C)ccc(c34)C21C (stereo unspecified)
38	CNc1ccc(/C=C2\CSc3ccccc3C2=O)cc1[N+](=O)[O-]
39	Cc1ccc(CNC(=O)Cc2c(C)c3c(cc(C)c4c(C)coc43)oc2=O)cc1
40	CCN1C(=O)c2cccc3c(S(=O)(=O)Nc4ccccc4OC)ccc1c23
screen / no.	33	34	35	36	37	38	39	40
ALDH1A1 inh	?	.	.	-10%	-3%	?	.	4.5µM*
SMN2 splice enh	21%	.	?	-8%	-17%	-51%[inhibitor]	5%	?
Tau FP inhib	3%	1%	?	2%	16%	-1%	-5%	4%
HTT ATP protect	-10%[10 µM]	-15%[10 µM]	.	0%	-21%	19%[10 µM]	.	-21%
Tau ThT inhib	-14%	?	13%	2%	-8%	2.5µM*	-1%	-8%
JMJD2E inh	?	-2%	.	6%	?	5%	.	-1%
HTT aggregate	6%	-25%[9.22 µM]	.	0%	-13%	9%	.	4%
Tau fluor cs	7%	-5%	-7%	3%	-11%	14%	5%	-14%

# Compounds from the list above that contain a COOH group:
23	Cc1ccc(Oc2ccc(OCC(=O)NC(CC(C)C)C(=O)O)cc2)cc1 (stereo unspecified)
28	Cc1cc(/C=C(/C#N)c2nc3ccccc3[nH]2)c(C)n1-c1cc(C(=O)O)cc(C(=O)O)c1
screen / no.	23	28
ALDH1A1 inh	6.3µM*	2%
SMN2 splice enh	2%	-5%
Tau FP inhib	-2%	-4%
HTT ATP protect	5%[10 µM]	-53%[inhibitor]
Tau ThT inhib	-6%	?
JMJD2E inh	6%	22µM*
HTT aggregate	-5%[9.22 µM]	10%
Tau fluor cs	-1%	-10%

# Further records:
41	COc1ccc(CC(=O)N/N=C/c2c(C)n(C)c3ccccc23)cc1OC
42	CC(=O)Nc1ccc(S(=O)(=O)N2CCc3c(Cl)cccc3C2)cc1
43	N/C(=N\OC(=O)c1ccc(Cl)c(Cl)c1)c1cccnc1
44	O=S(=O)(Oc1ccccc1/C=N/n1cnnc1)c1ccccc1
45	CC(=O)c1cccc(NC(=O)c2cc(-c3ccc(F)cc3)on2)c1
46	COc1cc(/C=C2\SC(=S)N(N3CCOCC3)C2=O)cc(OC)c1OC
47	Cc1cc(O)c(-c2cc(C(=O)Nc3cccnc3)[nH]n2)cc1C
48	NC(=O)C1CCN(C(=O)Cc2ccc([N+](=O)[O-])cc2)CC1
screen / no.	41	42	43	44	45	46	47	48
ALDH1A1 inh	.	7%	10%	22µM*	-1%	2%	0%	?
SMN2 splice enh	.	-65%[inhibitor]	-3%	0%	-12%	-19%	.	4%
Tau FP inhib	1%	-8%	-1%	-3%	-8%	0%	?	7%
HTT ATP protect	6%[10 µM]	-9%	-4%	-9%	-32%	-48%[inhibitor][10 µM]	1%[10 µM]	-29%[0.074 µM]
Tau ThT inhib	?	-10%	?	-5%	-2%	2%	?	11%
JMJD2E inh	4%	-5%	-8%	0%	2%	-2%	-5%	17%
HTT aggregate	13%[9.22 µM]	-22%	-29%	-3%[9.22 µM]	14%	15%	5%[9.22 µM]	-10%
Tau fluor cs	-24%	-12%	-12%	-1%	-1%	-2%	-26%	12%

49	COc1ccc(-c2nc(C)ncc2-c2csc(C)n2)c(O)c1
50	CCCOc1cc(C)c(S(=O)(=O)n2ccc(C)n2)cc1C
51	CS(=O)(=O)N(CC(=O)N1CCN(c2ccccc2)CC1)C1CCCCC1
52	COc1ccc(/C=N/NC(=O)c2ccoc2C)cc1OC
53	COc1cc(/C=N/NC(=O)COc2c(C)cc([N+](=O)[O-])cc2C)ccc1OC(=O)c1ccccc1Br
screen / no.	49	50	51	52	53
ALDH1A1 inh	-6%	-11%	-5%	?	-8%
SMN2 splice enh	-14%	-34%[inhibitor]	14%	13µM*	-13%
Tau FP inhib	-1%	-3%	-1%	15%	2%
HTT ATP protect	11%	-17%	-8%	-13%[10 µM]	20%[10 µM]
Tau ThT inhib	-10%	?	-4%	-17%	?
JMJD2E inh	-2%	2%	6%	-16%	0%
HTT aggregate	30%	13µM*	?	20%	12%
Tau fluor cs	-9%	-15%	-5%	-3%	-26%
